Screening results (PubChem)
HT1080 cytotoxicity = HT1080 cell viability loss – fluorescence readout (AID 620); 87,000 compounds, 0.42% hits; one-dose cytotoxicity, % at 10 µM; EC50 in µM for titrated hits; HT1080 viability, fluorescence; higher % means a stronger effect; in the data active = cytotoxicity above about 50%;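 also: cells exposed to compound overnight then 4 h with Alamar Blue; 0% = vehicle DMSO and 100% = killing control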
Active calls of the source: *. Only part of the results is shown; count on the stated rates, not on these rows.

SMILES	HT1080 cytotoxicity
Cn1c(N)c(C(=O)COC(=O)c2cc(-c3ccco3)nc3ccccc23)c(=O)n(Cc2ccccc2)c1=O	19.1%
CC1C/C(=C/c2cccn2C)C(=O)/C(=C/c2cccn2C)C1 (configuration not stated)	-12.0%
CCOC(=O)c1sc(=S)n(-c2ccccc2)c1N	-5.7%
CCCCC(O)CN1CCC(c2ccccc2)CC1 (configuration not stated)	10.8%
COc1ccc(C2(C(=O)NCc3ccco3)CCCC2)cc1OC	-16.3%
Cc1ccc(S(=O)(=O)N2CCN(S(=O)(=O)c3ccc(C)cc3)C2c2ccccc2)cc1	-6.3%
CC(NC1CCCC1)C(=O)Nc1ccccc1-c1ccccc1 (configuration not stated)	-11.8%
CCc1nc(NCCN)c(C#N)c2c1CSC(C)(C)C2	27.6%
Cc1ccc(Nc2nc3ccccc3[nH]2)nc1	16.6%
Cc1noc(C)c1C(=O)N1CCOCC1	24.1%
COc1ccc(C2N=C(c3ccccc3)NC(c3ccccc3)=N2)cc1	-8.4%
Nc1nc(N2CCN(C(=O)c3ccco3)CC2)nc2ccccc12	-9.0%
CCN(CC)CCCNC(=O)Cn1nc(-c2ccccc2)ccc1=O	26.1%
CCn1c(CNC(=O)c2cccs2)nnc1SCC(=O)Nc1cc(Cl)ccc1C	9.3%
NC(=O)CSc1nnc(CCc2nc3ccccc3[nH]2)n1-c1ccccc1	-9.6%
CCOc1cc(/C=N/N=C(/N)c2nonc2N)cc(Br)c1OCc1ccc(Cl)cc1	5.1%
O=C(Nc1cccnc1)c1cc(F)cc(F)c1	-8.4%
COc1cccc(-n2nc(-c3ccnn3-c3ccccc3)c(=O)n(C)c2=O)c1	-4.7%
Cc1ccc(CCN2C(=O)CCC2(C)C(=O)NCc2cccnc2)cc1 (configuration not stated)	4.9%
C=CCn1c(SCC)nc(O)cc1=O	6.1%
Cc1ccc2cc(CN(CC3CCCO3)S(=O)(=O)c3ccccc3)c3nnnn3c2c1 (configuration not stated)	11.1%
COC(=O)[C@@H]1C[C@H]2CC[C@H](O)C[C@H]2N1Cc1ccc(-c2ccccc2)cc1	68.8%*
C/C(=N\NS(C)(=O)=O)c1ccc(C)cc1	0.9%
COc1ccc(OC)c(CN2CCCC(CO)C2)c1 (configuration not stated)	17.0%
CCCn1c(=O)c(C(=O)Nc2ccccc2)c(O)c2ccccc21	-18.9%
Cc1nnc(SCC(=O)Nc2sc3c(c2C#N)CCCCC3)n1N	-3.0%
COc1oc(-c2ccc(Cl)cc2)nc1C(F)(F)F	3.4%
O=C(OCC#CCSc1nnc(-c2ccccc2)o1)c1cc2ccccc2o1	-2.1%
CC1CC(C)(C)N(C(=O)CN2C(=O)c3ccccc3C2=O)c2ccccc21 (configuration not stated)	-6.7%
N=c1ccn(Cc2ccc(Cl)cc2Cl)cc1	5.5%

A draw from above in order of formula weight, falling.
SMILES	HT1080 cytotoxicity
Cc1nnc(SCC(=O)Nc2sc3c(c2C#N)CCCCC3)n1N	-3.0%
Cc1ccc(CCN2C(=O)CCC2(C)C(=O)NCc2cccnc2)cc1 (configuration not stated)	4.9%
CCOC(=O)c1sc(=S)n(-c2ccccc2)c1N	-5.7%

Other results follow.
SMILES	HT1080 cytotoxicity
Cc1cccc(-c2n[nH]c(=S)n2Cc2ccccc2)c1	-1.2%
COc1ccc(-c2noc(CN(C(=O)c3cccs3)C(C)C)n2)cc1	-8.3%
CC(=O)Nc1ccc(C(=O)CSc2nnc(Cc3ccccc3)o2)cc1	10.1%
CCCN(CCC)C(=O)c1cc(-c2ccc3c(c2)OCO3)nc2ccccc12	1.4%
Cc1cc(C(=O)N[C@@H](c2ccccc2)[C@]2(C)C[C@H]2[C@@H](C)C(=O)Nc2ccc3ccccc3c2)n(C)n1	-19.2%
COC(=O)c1ccccc1NC(=O)CSc1nnnn1C	-4.4%
Nc1nc(C2CC(=O)OC23CCCCC3)cs1 (configuration not stated)	-3.5%
COc1ccc(C(=O)n2nc(-c3ccco3)nc2N)cc1	25.6%
CC(C)Oc1ccc(CNCCC2(C(C)C)CCOC(C)(C)C2)cc1 (configuration not stated)	-8.3%
CC(C)CCNC(=O)c1ccc2c(c1)ncn2C1CCCCC1	17.1%
c1ccc(-c2cc(N3CCCCC3)nc(-c3ccccc3)n2)cc1	-7.2%
Cc1cccc(C)c1-n1c(C)cc(/C=N\Nc2ccc([N+](=O)[O-])cn2)c1C	-7.4%
Cc1c(NC(=S)/C=C2\N(C)c3ccccc3C2(C)C)c(=O)n(-c2ccccc2)n1C	11.8%
COC(=O)[C@H](Cc1ccccc1)NC(=O)NCc1cccs1	23.7%
CC(C)(C)c1ccc(C(=O)NC(Cc2ccccc2)C(=O)O)cc1 (configuration not stated)	8.6%
CCOc1ccc(S(=O)(=O)Nc2ccc(S(=O)(=O)Nc3cc(OC)ccc3OC)cc2)cc1	-8.6%
Cc1ccc(-c2nnc(-c3ccccc3)o2)cc1	-6.2%
CC(=O)N1C2(C=CC1(C)C(=O)NCc1cc(F)cc(C(F)(F)F)c1)CCCCC2 (configuration not stated)	-27.5%
Cc1c(NCc2cc(Cl)cc(Cl)c2O)c(=O)n(-c2ccccc2)n1C	-9.2%
Cc1cc(C)nc(SCc2nc3nc(C)cc(C)n3c2Br)n1	5.1%
OCCNCCCCOc1ccc(F)cc1	6.1%
CCCCCCN(C(=O)CCCCCN1C(=O)NC(c2ccc(-c3ccccc3)cc2)C(C(=O)OCc2ccccc2)=C1C)C(C)C(=O)NCCCC (configuration not stated)	-21.1%
CCNc1nc(NC(C)C)nc(OCCOC(=O)c2ccccc2)n1	1.7%
COC(=O)[C@H]1C[C@@H]1[C@H](NC(=O)c1ccccc1)c1ccccc1	-22.8%
Cc1ccc(C(=O)Nc2nc3ccc(S(C)(=O)=O)cc3s2)o1	1.6%
O=S(=O)(O)c1nc2ccccc2n1Cc1ccccc1	6.2%
COc1ccccc1N1CCN(C(=O)C(OC(C)=O)c2ccccc2)CC1 (configuration not stated)	-12.8%
CC(C)OCCCNC(=O)c1ccccc1Oc1ccccc1	19.0%
COc1ccccc1N/N=C/c1c(CO)cnc(C)c1O	-21.5%
O=C(NCC1(c2ccccc2)CCCC1)C(=O)NCC1(c2ccccc2)CCCC1	-14.1%
S=c1[nH]nc(CSc2nc3ccccc3s2)n1Cc1ccccc1	5.9%
CC(C)(C)S(=O)c1cccs1 (configuration not stated)	-14.9%
CCOc1ccc(OCC)c(NC(=O)CSc2nnnn2CC)c1	-1.2%
Cc1cc(C)c(NC(=O)C2CCCN2CCC(C)C)c(C)c1 (configuration not stated)	0.3%
COC(=O)[C@H](CCSC)NC(=O)NCc1ccccc1F	-13.8%
CCC1=C2CC[C@H]3C(=O)N(CC)C(=O)[C@H]3[C@H]2[C@@]2(Cc3ccccc3)C(=NCC3CC3)OC(=O)N2C1=O	9.1%
Cc1noc(COc2ccccc2OCc2onc(C)c2Cl)c1Cl	-0.5%
CCN(CC)CCOC(=O)CCc1cccc2ccccc12	-12.6%
CC(C)OC(=O)c1nn2c(C(F)(F)F)cc(-c3ccco3)nc2c1Cl	-6.2%
O=C(N/N=C/C=C/c1ccccc1)c1cccc(Br)c1	13.0%
COC(=O)N/N=C(\C)c1ccccc1Br	-1.9%
CS(=O)(=O)N(CC(=O)Nc1ccccc1C(=O)NCc1ccco1)c1ccc2c(c1)OCCO2	-0.7%
O=C(Nc1ccc2oc(=O)ccc2c1)c1cc2ccccc2o1	-0.5%
Cc1cccc(NC(=O)C2CCCN(S(=O)(=O)c3cccc4nsnc34)C2)c1 (configuration not stated)	18.0%
CN(C)CCCNC(=O)/C(=N\O)c1ccccc1	-16.6%
COc1ccc(C2C(C(=O)OC(C)C)=C(C)N=c3s/c(=C\c4cccs4)c(=O)n32)cc1 (configuration not stated)	-3.9%
Cc1cc(C)nc(NS(=O)(=O)c2ccc(NC(=S)NC(=O)C(C)(C)C)cc2)n1	13.4%
COc1ccc(-c2noc(CSc3nc(-c4ccccc4)cc(=O)[nH]3)n2)cc1	-5.3%
Cc1nc2ccccc2n1/N=C/c1cccnc1	-2.8%
CCOC(=O)C1CCN(Cc2ccc(F)cc2F)CC1	9.4%
CC(C)OC(=O)NCN1C(=O)C2C3C=CC(C3)C2C1=O (configuration not stated)	7.2%
CCC/C=C(\CCC)C(NS(=O)(=O)c1ccc(C(F)(F)F)cc1)c1ccc(-c2ccccc2)cc1 (configuration not stated)	-35.7%
COc1ccc(Sc2nnc(-c3ccccc3)cc2C#N)cc1	-0.2%
COC(=O)C1(Cc2ccccc2)C=C2C(=C(C(C)C)C(=O)C2C)CN1 (configuration not stated)	-24.5%
CN1CCN(C(=O)C23CCC(C)(c4nc5ccccc5nc42)C3(C)C)CC1 (configuration not stated)	-1.3%
CCN(CC)CCCNC(=O)C(C)n1nc(C)c2sc3ccccc3c2c1=O (configuration not stated)	1.6%
COc1ccc(C(=O)Nc2cc(C)cc(C)c2)cc1S(=O)(=O)N1CCOCC1	-3.1%
COc1ccc(CCNS(=O)(=O)c2ccc(OC)cc2)cc1	5.4%
O=C(O)C1C2C=CC(C2)C1C(=O)NC(c1ccccc1)c1ccccc1 (configuration not stated)	8.1%
COc1nc(Oc2ccc(C(=O)O)cc2)nc(Oc2ccc(C(=O)O)cc2)n1	-4.9%

Next records
SMILES	HT1080 cytotoxicity
CCC(=O)N1CCN(c2nc3ccccc3s2)CC1	9.2%
Cn1c(CSCc2ccccc2)nnc1SCC(=O)Nc1nccs1	-9.4%
CC(C)CCNC(=O)Nc1ccc2c(c1)N(C)C(=O)CS2	4.5%
COc1cc(NC(=O)c2ccccc2)c(OC)cc1NC(=O)CN1CCCCC1	-10.3%
O=C(NC(C(=O)NCCN1CCOCC1)C12CC3CC(CC(C3)C1)C2)C1CCCCC1 (configuration not stated)	-7.9%
Cc1cc(NC(=O)CSc2ccc3ccccc3c2)no1	8.0%
C=CCn1c(SCC(=O)N2CCN(c3ccccc3)CC2)nnc1-c1ccco1	-14.7%
COc1cc(NC(=O)C2CCCCC2)c2ncccc2c1	-7.1%
CC(/C=N/N1CCN(c2ccccc2)CC1)=C\c1ccco1	-3.6%
CNC(=O)C1(C)C=CC2(CCCCC2)N1C(C)=O (configuration not stated)	-4.9%
CC(C)(C)c1cc(NCCCn2ccnc2)n2ncc(-c3ccc(Cl)cc3)c2n1	-4.9%
COc1ccccc1N1CCN(C(=O)CN(c2ccc(C)c(C)c2)S(C)(=O)=O)CC1	10.8%
C=CCn1c(N)cc(=O)nc1SC(C)C(=O)Nc1cccc2ccccc12 (configuration not stated)	5.5%
CNc1nc(-c2c[nH]c3ccccc23)cs1	-2.4%
CC1CCN(S(=O)(=O)c2ccc(NC(=O)Cc3ccccc3)cc2)CC1	-16.6%

Taken from above:
`O=C(Nc1ccc2oc(=O)ccc2c1)c1cc2ccccc2o1` in HT1080 cytotoxicity is entered as -0.5%
`CC(=O)N1C2(C=CC1(C)C(=O)NCc1cc(F)cc(C(F)(F)F)c1)CCCCC2` (configuration not stated) in HT1080 cytotoxicity is entered as -27.5%
`CC(C)CCNC(=O)c1ccc2c(c1)ncn2C1CCCCC1` in HT1080 cytotoxicity is entered as 17.1%
`CCCN(CCC)C(=O)c1cc(-c2ccc3c(c2)OCO3)nc2ccccc12` in HT1080 cytotoxicity is entered as 1.4%
`O=S(=O)(O)c1nc2ccccc2n1Cc1ccccc1` in HT1080 cytotoxicity is entered as 6.2%

Next part.
SMILES	HT1080 cytotoxicity
O=C(CCc1ccccc1)Nc1cccc(NC(=O)CCc2ccccc2)c1	-1.9%
CCOC1Cc2ccccc2N(C(N)=O)c2ccccc21 (configuration not stated)	-0.2%
CC(CO)Nc1nc(SCc2ccccc2)nc2sc3c(c12)CCC3 (configuration not stated)	12.1%
CCOc1cc2[nH]c(=O)n(Cc3ccccc3)c(=O)c2cc1OCC	-0.8%
O=C(NC1CCCC1)c1ccc(CSCc2ccccc2F)o1	-15.3%
CN(Cc1ccccc1)C(=O)COc1ccccc1	2.3%
COc1cccc(N2CCN(Cc3ccsc3)CC2)c1	1.1%
CC(C)C1Oc2ccccc2N(CC(=O)N(Cc2ccncc2)Cc2ccco2)C1=O (configuration not stated)	4.4%
CCOC(=O)C1CCN(C(=O)CCc2c(C)nc3ncnn3c2C)CC1	-6.5%
CCCNC(=O)Cc1c(O)c2ccccc2[nH]c1=O	-1.7%
O=C(CCc1ccccc1)Nc1ccc2c(c1)OCCO2	-3.8%
Cc1ccc(-c2onc3ccc(C4(C)OCCO4)cc23)cc1	-1.2%
CS(=O)(=O)N(Cc1ccccc1)c1ccc(C(=O)N2CCN(c3cccc(Cl)c3)CC2)cc1	-1.9%
O=C(c1ccc(Cl)cc1)c1cnc2ccccn12	-1.2%
CCOC(=O)C1=C(C)N(Cc2ccccc2)C(=O)NC1c1ccccc1OS(=O)(=O)c1ccccc1[N+](=O)[O-] (configuration not stated)	-2.5%
Cc1ccc(C)c(CSc2ncccc2C(=O)O)c1	1.8%
Cc1ccc(C(C(=O)NC2CCCCC2)N2CCC3(CC2)OCCO3)cc1 (configuration not stated)	-16.1%
C/C(CCc1oc2ccc(Cl)cc2c1-c1ccc(C)o1)=N\O	3.0%
COCCCNC(=O)c1ccc(Cn2c(=O)c3ccccc3n(Cc3ccccc3C)c2=O)cc1	-0.9%
O=C(CSc1ncn[nH]1)NCc1ccccc1	-4.2%
Cc1cc(C)nc(NCC(O)CNc2ccccc2C)n1 (configuration not stated)	-2.6%
CCCCN(CCCC)CCNC(=O)CNC(=O)c1cccs1	2.3%
CCCCC(c1nnnn1CCOC)N1CCN(C)CC1 (configuration not stated)	7.2%
C=CCn1c(SCc2c(C)noc2C)nc2sc(C)c(C)c2c1=O	2.0%
CCN(CC)CC(C)OC(=O)COc1ccc(OC)cc1 (configuration not stated)	-7.1%
CC(C)(C)c1nc(S(=O)(=O)c2ccc(Cl)cc2)c(N2CCOCC2)o1	-24.4%
CCn1nnc2sc3c(c2c1=O)CCC(C)C3 (configuration not stated)	-3.4%
